# Glioma ERSR ind – qHTS for Inducers of the Endoplasmic Reticulum Stress Response (ERSR) in Human Glioma: qHTS; U87-MG GRP78 promoter luciferase reporter, 16 h; 420,000 tested, 0.02% active; Potency, µM, for inactives: at the highest dose activation, hits mostly activators; note: potency is the fitted concentration of half-maximal effect; series mostly up to about 76 µM; % of control where 0% means no effect; nearly all actives have a fitted effect of over 35% in size
#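 ERSR induction read as luciferase luminescence (Bright-Glo, 10 min at room temperature) in stably transfected human U87-MG glioma cells exposed to compounds for 16 h, using GRP78 as sensor.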
# TrxR1 substrate – qHTS Assay for Substrates of Mammalian Selenoprotein Thioredoxin Reductase 1 (TrxR1): qHTS | Thioredoxin reductase 1, cytoplasmic (Rattus norvegicus), O89049 | purified TrxR1 substrate turnover, NADPH consumption readout | Potency, µM (series often up to 114 µM), inactives show top-dose activity change, negative = substrate turnover | 390,000 tested, 0.01% active; note: potency is the fitted concentration of half-maximal effect; % is set by controls: 0 for no effect and ±100 for the full control effect; nearly all actives have a fitted effect of over 50% in size
#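 Rat TrxR1, dispensed at 90 nM, was prereduced with 400 uM NADPH (final) for 5 min at ~22 deg C, then incubated with compound 15 min before 400 uM selenite. A first-read NADPH fluorescence drop versus no-compound background flagged substrates.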
# IDH1 R132H inh – qHTS for Inhibitors of mutant isocitrate dehydrogenase 1 (IDH1): qHTS. IDH1-R132H enzyme, NADPH consumption, diaphorase/resazurin fluorescence. Potency, µM (titrated, usually from 76.6 µM), without a hit: top-dose activity change, negative = inhibition, actives largely listed as inhibitors. 390,000 tested, 0.093% active. AID 602179, 2012; note: potency is the fitted concentration of half-maximal effect; % is set by controls: 0 for no effect and ±100 for the full control effect; nearly all actives have a fitted effect of over 65% in size
# Target sequence (O75874 whole entry R132H, stated change not applied): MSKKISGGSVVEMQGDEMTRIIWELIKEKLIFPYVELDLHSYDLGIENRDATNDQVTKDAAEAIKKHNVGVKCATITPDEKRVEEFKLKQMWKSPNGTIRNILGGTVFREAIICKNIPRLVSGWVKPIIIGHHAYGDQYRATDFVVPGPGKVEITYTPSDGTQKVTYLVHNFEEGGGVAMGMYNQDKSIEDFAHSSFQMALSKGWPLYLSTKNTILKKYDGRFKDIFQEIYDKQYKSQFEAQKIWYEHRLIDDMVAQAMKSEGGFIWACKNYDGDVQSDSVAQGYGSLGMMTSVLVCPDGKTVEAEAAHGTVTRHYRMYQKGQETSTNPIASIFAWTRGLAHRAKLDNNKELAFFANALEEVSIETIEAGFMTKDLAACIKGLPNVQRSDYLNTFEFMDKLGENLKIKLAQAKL
#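 IDH1-R132H (0.5 ug/mL dispensed) in pH 7.5 Tris buffer was preincubated 30 min with compound, then given a substrate mix of 0.016 mM NADPH and 2 mM alpha-KG for 80 min at room temperature; remaining NADPH was read by diaphorase/resazurin fluorescence.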
# USP1 inh – Inhibitors of USP1/UAF1: Primary Screen; Ubiquitin carboxyl-terminal hydrolase 1 (Homo sapiens), O94782; AID 743255, 2014; Potency, µM (highest dose often 57.1 µM), for inactives: at the top dose activity change, negative = inhibition, most hits filed as inhibitors; recombinant USP1/UAF1, Ub-Rhodamine cleavage fluorescence; 390,000 tested, 0.23% active; note: potency is the fitted concentration of half-maximal effect; % is set by controls: 0 for no effect and ±100 for the full control effect; nearly all actives have a fitted effect of over 60% in size; inactives centre near -12
#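 1 nM enzyme complex + cpd, 15 min RT; start with Ub-Rho 150nM final; kinetic fluorescence ex 480/em 540, 6 reads q60 s. Buffer 50mM HEPES pH 7.8, 0.5mM EDTA, 0.1 mg/ml BSA, 1mM TCEP, 0.01% Tween-20.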
# LDHA block – qHTS assay for inhibitors of human lactate dehydrogenase | L-lactate dehydrogenase A chain (Homo sapiens), P00338 | purified LDHA, NADH/diaphorase-resazurin fluorescence; stronger effect = lower value | activity change, % (values are at about 110 or 230 µM) | 480,000 tested, 0.15% active | AID 1347041, 2019; in the data active = activity change below about -30%; inconclusive = mostly about -25% to -30%;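 note: plate controls were DMSO wells for no effect and wells without enzyme for full effect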
#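 LDH5 2 nM; NADH 0.06 mM, pyruvate 0.2 mM; 200 mM Tris pH 7.4, EDTA, Tween-20; 5 min RT. Detection: diaphorase 0.133 mg/mL + resazurin 37 µM, fluorescence ex540/em590 at 0 and 20 min; normalized to enzyme-free and DMSO wells.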
# RGS4 inhibitor – Inhibitors of Regulator of G Protein Signaling (RGS) 4: qHTS; Potency, µM (titrated, usually from 114 µM), without a hit: at the top dose activity change, negative = inhibition, hits mostly inhibitors; Regulator of G-protein signaling 4 (Homo sapiens), P49798; 390,000 tested, 0.039% active; Transcreener GDP fluorescence polarization, RGS4-accelerated GTP hydrolysis; note: potency is the fitted concentration of half-maximal effect; % is set by controls: 0 for no effect and ±100 for the full control effect; nearly all actives have a fitted effect of over 75% in size; some results filed as inactive show a strong effect at the top dose
# Target sequence (P49798 whole entry, looked up): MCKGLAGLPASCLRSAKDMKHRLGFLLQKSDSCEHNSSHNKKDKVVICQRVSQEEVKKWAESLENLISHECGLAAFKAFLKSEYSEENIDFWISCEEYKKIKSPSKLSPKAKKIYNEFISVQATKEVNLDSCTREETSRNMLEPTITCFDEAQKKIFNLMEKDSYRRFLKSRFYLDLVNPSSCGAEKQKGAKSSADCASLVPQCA
#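 MLSMR compounds (23 nl, pin-transferred) preincubated 10 min at room temperature with a 500nM (2x) first reagent, then RGS4 at 900nM (2x) plus Transcreener GDP mix added; fluorescence polarization (620/688 nm) read before and after 90 min at 30 °C.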
# rTrxR1 inhibitor – qHTS Assay for Inhibitors of Mammalian Selenoprotein Thioredoxin Reductase 1 (TrxR1): qHTS; Thioredoxin reductase 1, cytoplasmic (Rattus norvegicus), O89049; Potency, µM (series often up to 114 µM), for inactives: top-dose activity change, negative = inhibition, hits mostly inhibitors; AID 588453, 2011; recombinant rTrxR1, NADPH fluorescence consumption, selenite substrate; 390,000 tested, 1% active; note: potency is the fitted concentration of half-maximal effect; % is set by controls: 0 for no effect and ±100 for the full control effect; nearly all actives have a fitted effect of over 65% in size
#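 Rat TrxR1 (90 nM in the dispensed reagent) was pre-reduced with 400 uM NADPH for 5 min at room temperature, then incubated with compound for 15 min. After 400 uM selenite was added, NADPH fluorescence (Ex 340/Em 450 nm) was followed for 8 min.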
# Vif-APOBEC3G blk – qHTS for Inhibitors of Vif-A3G Interactions: qHTS. HeLa A3G-eYFP + Vif (tagged APOBEC3G with the HIV-1 protein that degrades it), YFP fluorescence, overnight. 410,000 tested, 0.076% active. Potency, µM (doses to about 46.1 µM), inactives show at the highest dose activity, negative = active, usual class: inhibitors;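 note: potency is the fitted concentration of half-maximal effect; % is set by controls: 0 for no effect and ±100 for the full control effect; nearly all actives have a fitted effect of over 60% in size; hits raise eYFP signal because A3G escapes Vif-driven loss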
# Target sequence (Q9HC16 whole entry, looked up): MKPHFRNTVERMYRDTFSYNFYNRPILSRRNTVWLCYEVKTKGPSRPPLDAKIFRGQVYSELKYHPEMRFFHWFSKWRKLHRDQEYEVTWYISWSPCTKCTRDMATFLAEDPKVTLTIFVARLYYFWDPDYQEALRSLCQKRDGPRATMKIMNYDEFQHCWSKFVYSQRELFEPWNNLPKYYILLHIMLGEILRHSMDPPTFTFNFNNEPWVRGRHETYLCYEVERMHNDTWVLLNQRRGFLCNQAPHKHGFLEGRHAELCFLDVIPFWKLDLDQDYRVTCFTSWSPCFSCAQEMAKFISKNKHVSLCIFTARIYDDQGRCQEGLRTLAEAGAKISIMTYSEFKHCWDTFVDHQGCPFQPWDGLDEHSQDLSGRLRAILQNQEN
#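 Read-out is eYFP fluorescence (Ex 488/Em 500-530) from Vif-expressing HeLa A3G-eYFP cells; more signal means A3G escaped Vif-mediated degradation. Cells plated overnight, compound pinned in, incubated overnight at 37 deg C.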
# Vif-A3F inh – qHTS for Inhibitors of Vif-A3F Interactions: qHTS | HeLa A3F-eYFP + Vif (tagged APOBEC3F with the HIV-1 protein that degrades it), YFP fluorescence increase | Potency, µM (doses to about 46.1 µM), for the others: at the highest dose activity, negative = active | 390,000 tested, 0.2% active | AID 602313, 2012; note: potency is the fitted concentration of half-maximal effect; % of control where 0% means no effect; nearly all actives have a fitted effect of over 65% in size
#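 Fluorescence increase (Ex 488/Em 500-530) after overnight compound treatment at 37 deg C flags inhibition of Vif-driven A3F-eYFP loss in stable HeLa A3F-eYFP/Vif cells seeded overnight beforehand.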
# * = called active by the depositor; ? = inconclusive; · = no result given; & = joins results of further samples; [ ] = another dose, or the depositor's remark. Unless noted, calls come from the whole dose curve; as a rule, active = well fitted curve in the direction sought with a large enough effect; inconclusive = small, poorly fitted or top-dose-only effect, or another doubt; inactive = no such curve, though single readings can be large; an effect the other way counts as inactive or inconclusive. The list is partial (hit frequency here may not be typical).
nr	mol	Glioma ERSR ind	TrxR1 substrate	IDH1 R132H inh	USP1 inh	LDHA block	RGS4 inhibitor	rTrxR1 inhibitor	Vif-APOBEC3G blk	Vif-A3F inh
1	Cc1cc(F)ccc1NC(=O)Cn1nc(N2CCN(c3ccccc3)CC2)ccc1=O	-4%	-1%[57.1 µM]	-4%	-14%	-10	10%	-3%[57.1 µM]	1%	-3%
2	Cc1[nH]n(-c2ccccc2)c(=O)c1N=Nc1c(O)cc(S(=O)(=O)N(C)C)c2ccccc12	-3%	-8%	-10%	-26%	6	-14%	?	0%	1%
3	Cn1cc(Br)c(C(=O)NNC(=O)c2cccc(Br)c2)n1	-2%	-4%	0%	-17%	2	-18%	-5%	0%	2%
4	CC(C)CN1CCN(Cc2cn(C)c3ccccc23)CC1CCO (stereo unspecified)	-4%	7%	4%	-10%	-3	-5%	7%[57.1 µM]	-2%	-17%
5	CCOc1ccc(C(=O)NCc2ccc3c(c2)OCO3)cc1	5%	11%	13%	-9%	2	-10%	10%	-3%	-6%
6	CCOc1ccccc1-c1cc(C(=O)Nc2ccc(C(=O)O)cc2)c2ccccc2n1	-4%	-4%	13%	-24%	0	-14%	-6%	-9%	-3%
7	O=C(c1ccc2c(c1)OCO2)N1CCCN(C(=O)c2ccc3c(c2)OCO3)CC1	2%	-8%	1%	-2%	-5	-18%	-5%	-1%	-7%
8	O=C(OCCc1cc2ccccc2c(=O)o1)c1cccs1	8%	-7%	3%	-15%	-1	0%	4%	-2%	1%
9	O=C(COc1ccccc1[N+](=O)[O-])Nc1cccc(-c2nc3ccccc3s2)c1	1%	-1%	-17%	-6%	-2	-9%	27%	-8%	-9%
10	Nc1ccn(-c2ccccc2)c(=O)c1	4%	5%	-1%	-6%	-5	-50%	16%	-4%	-6%
11	CS(=O)(=O)N1CCc2cc(C(=O)NCc3ccccc3)ccc21	-1%	1%	15%	-24%	-9	14%	27%	1%	1%
12	Cn1ccc2cc(S(=O)(=O)N3CCCC(C(=O)NCc4ccccc4)C3)ccc21 (stereo unspecified)	-2%	2%[57.1 µM]	-3%	-25%	-1	5%	22%[57.1 µM]	-5%	-4%
13	CCN(CC)c1ccc(C2C3CCCCC3(O)CCN2CC(=O)Nc2ccccc2)cc1 (stereo unspecified)	-2%	-8%	2%	-27%	7	2%	1%	0%	-6%
14	CCN1C(=O)[C@H]2[C@@H](c3ccc(C)cc3)N3C(=O)N(c4ccc(OC)cc4)C(=O)[C@@]3(CC)[C@H]2C1=O	0%	8%[57.1 µM]	-4%	-22%	-5	6%	8%[57.1 µM]	1%	5%
15	CCOC(=O)/C(=N/Nc1ccc(C)cc1)S(=O)(=O)c1ccc(Cl)cc1	10%	-13%	5%	-13%	10	-22%	5%	2%	-14%
16	CCC(c1nnnn1Cc1ccc(OC)cc1)N1CCN(C(=O)c2ccco2)CC1 (stereo unspecified)	-4%	13%[0.0914 µM]	-7%	-9%	-3	-10%	-2%[57.1 µM]	3%	-2%
17	Cc1nn(C(=O)c2c(F)cccc2F)c(C)c1S(=O)(=O)N1CCOCC1	-1%	2%[57.1 µM]	1%	-10%	0	-13%	7%[57.1 µM]	-6%	-2%
18	CCS(=O)(=O)Nc1cc(C(=O)O)ccc1C	-4%	3%	2%	-3%	0	-32%	21%[57.1 µM]	1%	3%
19	CCc1cc(C(=O)N2CCN(c3ncc(C(F)(F)F)cc3Cl)CC2)sc1C	-4%	-12%	5%	-20%	3	-10%	1%	-5%	-5%
20	COc1ccc(C(=O)C[N+]2(C)CCOCC2)cc1	0%&-2%	-9%&0%	3%	-26%	-10	-18%	12%&12%	0%&0%	-8%
21	NS(=O)(=O)c1ccc(CCNC(=O)c2ccc(C(=O)c3ccccc3)cc2)cc1	-6%	8%	9%	-1%	-14	-7%	20%	2%	-10%
22	Cc1ccc2cccc(SCC(=O)N3CCOCC3)c2n1	-2%	61%	12%	-10%	-3	20%	26%[57.1 µM]	3%	-3%
23	COc1ccc(CNc2nc3ccccc3n2C)c(OC)c1	-7%	-7%	2%	-9%	-8	-27%	-6%[57.1 µM]	1%	6%
24	O=C(O)c1cn(CCOc2ccccc2Cl)c2ccccc12	0%	-4%[57.1 µM]	-7%	-17%	-10	11%	0%[57.1 µM]	-1%	-17%
25	O=C(CCn1cnc(-c2ccccc2)c1-c1ccccc1)N/N=C/c1ccc(O)cc1	-2%	3%	10%	?	-2	-14%[11.4 µM]	15%	-35%	0%

# Part of the list above, in transposed form:
25) O=C(CCn1cnc(-c2ccccc2)c1-c1ccccc1)N/N=C/c1ccc(O)cc1
6) CCOc1ccccc1-c1cc(C(=O)Nc2ccc(C(=O)O)cc2)c2ccccc2n1
16) CCC(c1nnnn1Cc1ccc(OC)cc1)N1CCN(C(=O)c2ccco2)CC1 (stereo unspecified)
22) Cc1ccc2cccc(SCC(=O)N3CCOCC3)c2n1
12) Cn1ccc2cc(S(=O)(=O)N3CCCC(C(=O)NCc4ccccc4)C3)ccc21 (stereo unspecified)

entry no.	25	6	16	22	12
Glioma ERSR ind	-2%	-4%	-4%	-2%	-2%
TrxR1 substrate	3%	-4%	13%[0.0914 µM]	61%	2%[57.1 µM]
IDH1 R132H inh	10%	13%	-7%	12%	-3%
USP1 inh	?	-24%	-9%	-10%	-25%
LDHA block	-2	0	-3	-3	-1
RGS4 inhibitor	-14%[11.4 µM]	-14%	-10%	20%	5%
rTrxR1 inhibitor	15%	-6%	-2%[57.1 µM]	26%[57.1 µM]	22%[57.1 µM]
Vif-APOBEC3G blk	-35%	-9%	3%	3%	-5%
Vif-A3F inh	0%	-3%	-2%	-3%	-4%

# The listing continues.
nr	mol	Glioma ERSR ind	TrxR1 substrate	IDH1 R132H inh	USP1 inh	LDHA block	RGS4 inhibitor	rTrxR1 inhibitor	Vif-APOBEC3G blk	Vif-A3F inh
26	O=C(CSc1ncccn1)N1CCN(C(=O)CSc2ncccn2)CC1	2%	-8%	-3%	-16%	-9	12%	0%	2%	-1%
27	O=C(COC(=O)c1ccccn1)Nc1ccc2c(c1)OCO2	-1%	-1%	-5%	-11%	-1	21%	18%	-1%	2%
28	O=C1NC(c2ccc(Cl)cc2)Nc2ccccc21 (stereo unspecified)	-3%	-7%[57.1 µM]	3%	-9%	-1	-10%	13%[57.1 µM]	2%	-3%
29	CCC(=O)Nc1sccc1C(=O)OC	-3%	6%	-5%	2%	-3	-13%	10%	-1%	-4%
30	COc1cccc(CNC(=O)c2cc3ccc4cccnc4c3[nH]2)c1	0%	-19%	7%	5%	-2	3%	-33%	1%	2%
31	COc1ccc(N/N=C(/C#N)S(=O)(=O)c2nsc(C)c2C#N)cc1	4%	-20%	5%	-3%	-7	1%	?	-6%	-15%
32	COc1ccccc1CNC(=O)c1cnc2sc(N3CCCCCC3)nn2c1=O	-2%	31%[activator][57.1 µM]	-12%	-22%	-3	-17%	22%[57.1 µM]	0%	-8%
33	CCOC(=O)N1CCN(C(=O)CSc2nc(C)nc3c2c(=O)n(C)c(=O)n3C)CC1	-6%	0%	-6%	-8%	-1	-9%	12%	2%	4%
34	NC(N)=N/N=C/c1ccc(OCc2ccccc2)c(OCc2ccccc2)c1	-13%	4%	-7%	?	-3	-47%	22%	-8%	5%
35	CCCCN1CC(C)(C)[C@H](CC(=O)Nc2ccccc2)C1=O	-3%	·	-7%	3%	-1	·	·	-2%	-1%
36	CSc1ccccc1C(=O)OCC(=O)Nc1cccnc1Cl	-3%	3%[57.1 µM]	10%	-1%	-8	-9%	10%[57.1 µM]	0%	-4%
37	CCCCN(CC)C(=O)Cc1ccc(Br)cc1	-4%	8%[57.1 µM]	3%	-12%	-4	-16%	11%[11.4 µM]	-5%	0%
38	O=C(CN1CCN(S(=O)(=O)c2ccc(Br)s2)CC1)N1CCCCC1	-5%	5%	7%	-16%	1	-15%	-27%	1%	-4%
39	Cn1c(N)c(C(=O)COC(=O)C2(c3ccccc3F)CCCC2)c(=O)n(C)c1=O	-5%	-12%	12%	-15%	-1	21%	-4%	0%	0%
40	O=C(CSc1ccccc1C(=O)NCc1ccccc1)NC12CC3CC(CC(C3)C1)C2	-3%	-5%	8%	-18%	3	-38%	16%	-7%	-1%
